DSG3 Ab inh: inhibitors of pemphigus antibody binding to human desmoglein-3. binding (percent of control), % at 10 µM. 310,000 compounds, 0.48% hits. DSG3-coupled beads, scFv-anti-DSG3-GFP binding, flow cytometry; active compounds read low. P32926;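 active = binding more than 3 SD below its plate's average and above zero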;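 also: hits lower antibody fragment binding to DSG3; some compounds called inactive have numbers as strong as hits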
Target sequence (P32926 whole entry, looked up, the tested form may be a part): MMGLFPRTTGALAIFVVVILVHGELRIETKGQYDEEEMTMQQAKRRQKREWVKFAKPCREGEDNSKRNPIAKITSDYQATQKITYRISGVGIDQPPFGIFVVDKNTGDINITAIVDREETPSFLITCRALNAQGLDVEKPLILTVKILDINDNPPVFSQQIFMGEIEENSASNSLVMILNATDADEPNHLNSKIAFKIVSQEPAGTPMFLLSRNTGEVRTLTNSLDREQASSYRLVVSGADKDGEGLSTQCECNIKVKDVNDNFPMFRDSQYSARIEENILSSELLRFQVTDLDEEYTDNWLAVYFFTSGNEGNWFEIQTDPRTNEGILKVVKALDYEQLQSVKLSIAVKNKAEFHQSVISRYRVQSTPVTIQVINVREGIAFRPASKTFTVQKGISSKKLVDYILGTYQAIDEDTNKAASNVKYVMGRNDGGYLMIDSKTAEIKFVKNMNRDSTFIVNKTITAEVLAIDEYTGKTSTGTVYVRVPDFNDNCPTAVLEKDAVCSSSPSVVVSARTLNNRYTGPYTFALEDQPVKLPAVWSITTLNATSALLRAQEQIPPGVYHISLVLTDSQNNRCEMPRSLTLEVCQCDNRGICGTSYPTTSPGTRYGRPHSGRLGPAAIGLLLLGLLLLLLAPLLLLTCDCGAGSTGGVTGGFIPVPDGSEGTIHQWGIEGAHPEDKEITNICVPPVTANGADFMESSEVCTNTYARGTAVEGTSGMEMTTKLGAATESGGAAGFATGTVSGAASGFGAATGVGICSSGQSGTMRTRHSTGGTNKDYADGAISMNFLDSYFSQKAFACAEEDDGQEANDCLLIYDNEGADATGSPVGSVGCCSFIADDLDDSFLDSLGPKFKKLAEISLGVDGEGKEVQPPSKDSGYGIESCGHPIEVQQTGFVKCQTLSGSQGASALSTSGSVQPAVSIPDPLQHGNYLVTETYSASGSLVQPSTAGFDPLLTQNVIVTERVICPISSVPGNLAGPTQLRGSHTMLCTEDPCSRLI
Ecoli viability: counter-screen for AddAB inhibitors: E. coli growth inhibition. E. coli V3065 growth, OD600 absorbance, 18 h. inhibition, % at 11.9 µM. 330,000 compounds, 0.27% hits. AID 449728;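 active = inhibition above the campaign's mean inhibition across all tested compounds plus 3 SD, cut at about 9.9% in these data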;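 also: uninfected addAB+ strain grown without phage in ampicillin broth; 0% = DMSO wells and 100% = ciprofloxacin 0.95 µg/ml wells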
SUMO Mot1 rescue: inhibitors of SUMOylation pathway: yeast Mot1-301 growth rescue | S. cerevisiae Mot1-301 growth rescue, ATP luminescence, 38.5C; percent above DMSO median, 100 means doubled | growth rescue, % at 18.8 µM | 320,000 compounds, 1% hits | AID 2716;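 active = every valid replicate shows activation above 250% relative to neutral control wells; inactive = the rest, any valid replicate at or below 250%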;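 also: OY570 slx delta 5 strain wells were the positive control but not used for scaling; some compounds called inactive have numbers as strong as hits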
AddAB inh: less growth of phage-infected E. coli with AddAB | E. coli expressing H. pylori AddAB, absorbance growth | inhibition, % at 11.9 µM | 330,000 compounds, 0.29% hits; in the data active = inhibition above about 12%;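 also: 0% = vehicle wells of infected cells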
HTR5A ag ctr: HTR5A agonism, opioid heterodimer counter-screen; AID 504692; 340,000 compounds, 0.61% hits; HTR5A agonist assay, luminescence, cell-based; activation, % at 9.3 µM; in the data active = activation mostly above about 9.5%, no sharp cut-off; inactive = mostly below about 7.6%;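 also: 0% = cells with vehicle only and 100% = reference agonist; strong numbers were not always called active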
MOR-DOR inv ag: mu-delta opioid heterodimer inverse agonism. P35372+P41143. cell-based MOR-DOR heterodimer luminescence. inhibition, % at 9.3 µM. 340,000 compounds, 0.21% hits. AID 504357; in the data active = inhibition above about 22%, passing the limit was not always enough;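 also: 0% = cells with DMSO and 100% = wells without cells with DMSO; values of inactives mirror those of a sister screen read the other way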
PKA-R1A act: activators of PKA-R1A complex. PKA-R1A dissociation, Cy5-IP20 fluorescence polarization; scaled: DMSO 0%, 113 µM cGMP 100%. 340,000 compounds, 0.083% hits. activation, % at 11.4 µM. AID 504707. P00514+P68181;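 active = percent activation above the mean of all tested compounds plus 3 SD, cut at about 19% in these data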;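 also: higher means more PKAc released from R1A so a rise in polarization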
phage Ecoli inh: E. coli growth loss with phage present; AID 651602; 360,000 compounds, 0.26% hits; inhibition, % at 11.9 µM; growth absorbance; in the data active = inhibition above about 11%
HTR5A inv ctr: counter-screen for OPRM1-OPRD1 inverse agonists: human HTR5A inverse agonism; HTR5A cell line, luminescence; inhibition, % at 9.3 µM; 340,000 compounds, 0.083% hits; AID 504634; in the data active = inhibition mostly above about 23%, no sharp cut-off; inactive = mostly below about 18%;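 also: 0% = cells with DMSO and 100% = no-cell wells with DMSO; some compounds called inactive have numbers as strong as hits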
MOR-DOR ag: OPRM1-OPRD1 heterodimerization agonism; cells, luminescence; activation, % at 9.3 µM; 340,000 compounds, 0.3% hits; AID 504326; in the data active = activation above about 18%;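 also: 0% = vehicle-treated cells and 100% = reference agonist; values of inactives mirror those of a sister screen read the other way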
PfHsp90 set2: reduces growth (ATP signal) of yeast expressing P. falciparum Hsp90; S. cerevisiae expressing PfHsp90, BacTiter-Glo ATP, 48 h; yeast lacking PDR1 and PDR3 efflux regulators; inhibition, % at 9.4 µM; 310,000 compounds, 0.32% hits; AID 504621;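 active = every replicate shows inhibition above about 80%, whatever the replicate mean, limit read from the data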;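 also: 0% = DMSO neutral controls and 100% = 20 µM radicicol positive controls; yeast relying on Plasmodium falciparum Hsp90 in place of its own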
* = called active by the depositor; . = not tested or not shown.

SMILES	DSG3 Ab inh	Ecoli viability	SUMO Mot1 rescue	AddAB inh	HTR5A ag ctr	MOR-DOR inv ag	PKA-R1A act	phage Ecoli inh	HTR5A inv ctr	MOR-DOR ag	PfHsp90 set2
COc1ccc(C2NC(C(=O)O)Cc3c2[nH]c2ccccc32)cc1CN1CCN(c2ccc(F)cc2)CC1 (stereo not given)	105	-2.5	18	-3.9	-1	-14	-3	2.0	4	2.5	-17
N/C(=N\N=C/c1ccc(F)cc1)N/N=C\c1ccc(F)cc1	118	-2.4	-29	5.8	2	1	-1	0.7	-9	-0.1	5
COCC(C)NC(=O)c1ccc2c(c1)S(=O)(=O)c1ccccc1C2=O (stereo not given)	101	2.4	-5	-1.8	-3	-1	0	-0.1	-24	0.1	-22
C#CCOc1ccccc1CNc1ccccc1	104	-1.8	-20	2.3	3	-13	-8	6.2	10	1.8	-2
CCN(CC(=O)Nc1ccc2c(c1)OCCO2)C(=O)c1ccc(C)c(S(=O)(=O)N2CCOCC2)c1	96	1.4	-1	0.8	0	8	-4	0.5	23	-1.2	-9
COc1ccc(NC(=O)c2nc[nH]c2C(=O)N(C)Cc2ccccc2)cc1	.	-2.4	129	1.3	-1	0	1	2.9	-2	0.0	-37
COc1cccc(/C=C/C(=O)NNC(=O)c2ccncc2)c1	97	1.2	84	6.1	8	9	-5	0.9	0	-1.6	-34
Cc1c(O)c(CN2CCCCC2)cc2c3c(c(=O)oc12)CCC3	99	-0.2	210	1.6	2	16	-8	5.9	-5	-3.7	-2
CC(C)n1c(SCc2ccc(Cl)cc2)nc2c1c(=O)[nH]c(=O)n2C	100	-1.4	-8	0.3	9	-26	2	1.5	11	6.2	-36
O=C(O)c1ccoc1CN1CCCCC1	99	0.6	1	0.9	6	10	-4	3.0	-17	-2.3	-21
CCOC(=O)/C(C#N)=C1/C=Nc2ccccc2N1	102	0.0	-2	-0.3	-2	16	-11	0.5	-6	-3.2	-11
CN(C(=O)c1ccc(NC(=O)Cc2cccc(NC(=O)C3CCN(C(=O)C4CCCC4)CC3)c2)cc1)C1CC1	103	.	.	.	-1	6	-4	1.5	4	-1.3	-6
Cc1cc(S(=O)(=O)N2CCCC2)ccc1OCC(=O)N1CCOCC1	102	0.5	5	-1.5	6	-8	-4	1.1	-27	1.5	6
COc1cc(Cl)cc(C(=O)O)c1OCC(=O)O	97	-2.6	-20	4.9	-3	10	-3	4.6	8	-2.0	-6
CC(C)C(C(=O)NCc1ccco1)N(C(=O)CNS(=O)(=O)c1ccccc1)c1ccccc1 (stereo not given)	95	1.6	465	4.2	4	2	-4	2.2	-11	-0.3	-21
O=[N+]([O-])c1cc2c(cc1/C=N/Nc1nc(Nc3ccccc3)nc(N3CCCCC3)n1)OCO2	103	-0.8	16	2.8	-1	16	-2	-0.6	7	-2.7	.
COc1ccc(C2C(C(=O)O)CCC(=O)N2c2ccc(C)cc2)cc1OC (stereo not given)	92	1.9	-10	2.5	0	17	-6	-0.8	22	-3.3	-1
COC(=O)COc1ccc2c(-c3ccc(OC)cc3)cc(=O)oc2c1	103	-0.9	-24	5.0	-5	12	2	0.9	-21	-2.6	-6
O=C(CCC1CCCN(C(=O)Cn2cnnn2)C1)NCc1ccccc1F (stereo not given)	.	1.2	10	-0.1	1	12	-11	1.1	-2	-2.6	-4
O=C(CC1C(=O)NCCN1CC1CCCCC1)NCCCN1CCOCC1 (stereo not given)	109	-0.2	-5	2.8	2	13	-6	-2.1	-9	-2.4	7
COc1ccc(C(c2nnnn2CS(=O)(=O)c2ccc(C)cc2)N2CCN(Cc3ccccc3)CC2)cc1 (stereo not given)	114	-1.7	-8	1.9	4	5	11	1.4	-27	-0.9	-10
CC(C)NC(=S)N(C)C1(c2ccccc2Cl)CCCCC1=O (stereo not given)	97	-0.5	252	0.5	2	10	0	3.2	-6	-2.0	8
CC12CC3(C)CC(C)(C1)CC(C(=O)Nc1nn[nH]n1)(C2)C3	84	-0.5	1	-1.3	-3	8	-2	0.5	-22	-1.4	-20
O=C(NCC(c1ccco1)N1CCN(c2ccc(F)cc2)CC1)c1ccco1 (stereo not given)	100	4.7	0	3.1	6	3	-5	3.3	-18	-0.5	3
COc1ccc(CC(=O)Nc2ccccc2-c2ccccc2)cc1OC	97	-0.7	-17	-1.0	1	6	-5	1.2	1	-0.9	-20
COc1ccccc1OCC(=O)Nc1ccc(O)cc1C(=O)O	.	-1.4	-10	1.3	8	9	6	0.6	-18	-2.1	-16
COCCNC(=O)CSc1nc2sccc2c(=O)n1-c1ccccc1	124	2.0	7	3.3	-1	0	-6	-5.3	3	0.0	3
COc1ccc(-c2sc3ccccc3c2-c2ccc(OCCN3CCOCC3)cc2)cc1	97	-3.6	33	0.0	4	10	0	1.4	-14	-2.2	30
Fc1cccc(CSc2ncnc3c2ncn3C2CCCCO2)c1 (stereo not given)	97	.	.	.	1	-18	0	1.0	-5	4.0	4
CC1(C)CC(CC(=O)NNc2nc(-c3ccccc3)cs2)C(=O)O1 (stereo not given)	102	-0.9	0	-0.7	1	-2	-3	1.5	-25	0.4	5
CCCn1c(SCC(=O)NC2CCCC(C)C2C)n[nH]c1=O (stereo not given)	99	0.4	-7	1.8	-9	8	5	3.2	-13	-1.4	7
COCC(=O)N1CCC(Oc2ccc(C(=O)N3CCCCC3COC)cc2)CC1 (stereo not given)	102	1.8	-7	3.6	-5	16	-12	0.3	2	-3.0	-26
COC(=O)c1cc(OC)c(OC)cc1NC(=O)Nc1ccccc1F	96	0.4	0	0.4	.	.	.	1.5	.	.	.
CCOP(=O)(OCC)C(NCc1ccccc1)c1ccc(Br)cc1 (stereo not given)	107	-0.8	-10	3.6	-2	8	-10	1.3	-10	-1.6	-9
CC1(C)CC(=O)C(C=NCCN2CCN(C(=S)Nc3cccc(Cl)c3)CC2)=C(O)C1	105	-1.3	-19	-0.1	0	16	4	1.6	1	-3.1	-3
CCCC(=O)NC(=S)c1c(C)n(C)n(-c2ccccc2)c1=O	104	0.2	323	-0.6	3	1	-3	1.8	-7	-0.1	-1
O=C1NC(c2cccc3ccccc23)Nc2ccccc21 (stereo not given)	85	.	.	.	6	-2	-7	0.2	-22	0.3	-10
CC(=NCCCn1ccnc1)c1c(C)[nH]n(-c2ccc([N+](=O)[O-])cc2)c1=O	97	1.0	-6	0.8	-1	21	-7	3.7	3	-4.2	-3
CCOCC(=O)Nc1nc2c(s1)C(=O)CC(C)(C)C2	102	2.4	992	1.9	-3	6	-12	2.9	7	-1.1	4
O=C(CNc1ccc2ccccc2c1)N/N=C/c1ccncc1	94	-2.9	3	-2.2	-1	-4	2	-4.2	6	0.7	5
O=C(CSCc1ccccc1)N/N=C/c1ccc(OCC(=O)N2CCCCC2)cc1	101	-1.7	0	-1.3	0	13	2	3.6	-1	-2.6	9
CCOc1ccc2noc3c2c1C(=O)c1ccccc1-3	122	-2.9	-6	-1.6	-5	-63	4	-1.9	9	11	33
CCCc1nnc(NS(=O)(=O)c2ccc(OC)cc2)s1	83	-1.8	774*	-1.0	-2	4	5	1.5	5	-0.9	13
Cc1ncc([N+](=O)[O-])n1S(=O)(=O)c1cc(Br)ccc1Br	120	0.7	0	-0.3	-3	9	-3	0.9	11	-1.8	1
COc1ccc(C)cc1NC(=O)C(C)N1CCOCC1 (stereo not given)	103	-0.2	-6	1.5	1	8	2	3.6	-5	-1.6	-2
COC(=O)C1=C(C)NC2=C(C(=O)CC(C)(C)C2)C1c1ccsc1 (stereo not given)	.	-0.2	2	0.0	5	18	-8	2.3	-11	-4.3	20
O=C(NC1CCCC1)C1=COCCO1	.	-5.4	3	0.9	-2	9	4	2.7	4	-2.2	6
CCCCCOC(=O)C(C)c1c(C)[nH]c(=S)[nH]c1=O (stereo not given)	115	2.9	-10	-0.4	4	20	-10	3.1	9	-3.5	-13
CCC(=O)c1ccc(OC(=O)/C=C/c2cc(OC)c(OC)c(OC)c2)cc1	105	-0.4	-12	0.6	-1	-8	-1	1.7	-6	1.6	-15
Cc1nnc(NC(=O)C23CC4CC(CC(C4)C2)C3)s1	93	-0.9	-7	-0.1	-4	11	-10	4.2	13	-2.5	-30
CCOC(=O)CNC(=O)C1(NC(=O)CNC(=O)OCc2ccccc2)CCCC1	122	.	.	.	1	19	-8	3.4	-4	-3.6	6
O=C(CN1C(=O)NC2(CCCC2)C1=O)N1CCc2ccccc2C1	88	1.2	17	0.7	-1	0	-9	4.8	3	0.0	-1
CN(C)CCCN(C(=O)c1ccc(C(=O)c2ccccc2)cc1)c1nc2c(F)cccc2s1	.	-1.8	-26	1.4	-3	8	-6	3.3	3	-1.4	6
O=C1OC(c2ccc3c(c2)OCO3)=N/C1=C\c1ccc(C(=O)O)cc1	96	1.3	-6	-1.4	0	16	3	0.2	-1	-3.7	-14
CCOC(=O)N1CCN(C(=O)CSCc2ccc(Br)cc2)CC1	106	-0.2	10	4.6	3	0	1	1.5	-8	0.1	19
N#Cc1nnn2c1nc(N)c1c(F)cccc12	103	-2.2	173	4.1	0	7	-5	1.7	-7	-1.5	-30
CN(C)S(=O)(=O)c1cc(C(=O)O)c(NC2CCCCC2)cc1Cl	103	0.1	-13	3.5	1	0	7	2.8	-2	0.0	-26
O=C(NCC(c1ccco1)N1CCN(c2ccc(F)cc2)CC1)C(=O)NC1CCCC1 (stereo not given)	101	-0.2	.	-3.0	4	-1	0	6.3	12	0.2	-12
CN(C)CCNS(=O)(=O)c1ccc(N2CCN(c3ccc(F)cc3)CC2)c([N+](=O)[O-])c1	107	-2.0	-1	3.2	6	6	5	-0.2	24	-1.3	15
Cc1ccc(CNC(=O)Cn2ccc3cc(S(=O)(=O)N4CCCC4)ccc32)o1	.	0.6	206	-0.8	-4	9	-4	0.6	16	-1.8	8
Cc1ccc(C(=O)OCC(=O)c2ccc[nH]2)s1	100	-1.8	8	1.4	-8	8	3	3.4	20	-1.6	-9
CC(C)C(=O)Nc1cccc(C(=O)Nc2nnc(C(C)C)s2)c1	105	1.9	0	1.7	-1	16	-4	3.0	-15	-2.7	-4

4 entries out of the list above, sorted by their value in phage Ecoli inh, high to low:
Structure | DSG3 Ab inh | SUMO Mot1 rescue | AddAB inh | MOR-DOR inv ag | PKA-R1A act | phage Ecoli inh | MOR-DOR ag | PfHsp90 set2
O=C(NC1CCCC1)C1=COCCO1 | . | 3 | 0.9 | 9 | 4 | 2.7 | -2.2 | 6
COC(=O)C1=C(C)NC2=C(C(=O)CC(C)(C)C2)C1c1ccsc1 (stereo not given) | . | 2 | 0.0 | 18 | -8 | 2.3 | -4.3 | 20
CCOC(=O)N1CCN(C(=O)CSCc2ccc(Br)cc2)CC1 | 106 | 10 | 4.6 | 0 | 1 | 1.5 | 0.1 | 19
Cc1ncc([N+](=O)[O-])n1S(=O)(=O)c1cc(Br)ccc1Br | 120 | 0 | -0.3 | 9 | -3 | 0.9 | -1.8 | 1

Screening data as filed in PubChem.
